SMARCA2 activ – activators of SMARCA2 function; MG213 cells, MMTV-luciferase reporter, dexamethasone, overnight; 370,000 tested, 1% active; activation, % at 9.1 µM; in the data active means activation above about 7.8%;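 further: 0% = vehicle wells and 100% = reference activator wells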
FXN GAA850 act – activators of GAA850 frataxin (FXN) promoter. HEK293 lucGAA850 FXN promoter luciferase reporter, 24 h; percent of 10 µM SAHA response. activation, % at 6 µM. 360,000 tested, 0.56% active;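 active means activation above the average of all compounds screened plus 3 SD, cutoff fixed separately per campaign, cut at about 7.5% in these data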;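 further: 0% = DMSO wells and 100% = 10 µM SAHA wells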
hcDAF12 agonist – H. contortus DAF-12 activation, primary screen; HEK293 hcDAF-12 lit1-tk-luc reporter, luminescence; 0% DMSO, 100% Δ7-dafachronic acid; activation, % at 6.8 µM; 370,000 tested, 1.4% active; AID 652067;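 active means activation above the mean of all tested compounds plus 3 SD, cut at about 5.5% in these data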;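 further: 100% = response to 3 µM Δ7-dafachronic acid high control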
ADAM10 inh – inhibits human ADAM10. O14672. recombinant ADAM10, EDANS/DABCYL FRET peptide cleavage, 3 h. inhibition, % at 7 µM. 370,000 tested, 0.62% active. AID 720582;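 active means inhibition above a per-campaign cutoff equal to the mean of compounds falling between control-based bounds plus 3 SD, cut at about 20% in these data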;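 further: 0% = DMSO wells while the 100% control is not disclosed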
Target sequence (O14672 214-748 limits assumed): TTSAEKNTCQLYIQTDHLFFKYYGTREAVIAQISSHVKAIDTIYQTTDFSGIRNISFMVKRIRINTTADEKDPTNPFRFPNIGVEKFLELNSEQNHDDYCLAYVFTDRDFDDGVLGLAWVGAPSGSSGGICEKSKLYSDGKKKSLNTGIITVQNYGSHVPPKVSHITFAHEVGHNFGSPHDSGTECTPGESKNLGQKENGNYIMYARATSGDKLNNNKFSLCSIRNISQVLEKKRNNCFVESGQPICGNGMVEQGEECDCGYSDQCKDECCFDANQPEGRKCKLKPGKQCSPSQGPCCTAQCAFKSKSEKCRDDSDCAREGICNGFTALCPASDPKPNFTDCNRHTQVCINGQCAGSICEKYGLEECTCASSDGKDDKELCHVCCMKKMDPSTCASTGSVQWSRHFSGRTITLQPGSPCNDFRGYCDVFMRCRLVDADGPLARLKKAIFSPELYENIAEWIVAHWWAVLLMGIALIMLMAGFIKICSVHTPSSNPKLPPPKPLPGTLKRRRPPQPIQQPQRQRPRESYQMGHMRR
hgDAF-12 ag – hgDAF-12 agonism, primary luciferase screen | HEK293 GAL4-hgDAF12 UAS-luciferase reporter, agonist luminescence; normalized to butyrate control | activation, % at 6.8 µM | 370,000 tested, 1.8% active;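 active means activation above a cutoff set at the mean of all screened compounds plus 3 SD, cut at about 10% in these data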;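 further: 0% = DMSO wells and 100% = sodium butyrate wells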
ADAM17 inh – ADAM17 inhibition, QFRET primary screen | inhibition, % at 6.95 µM | 370,000 tested, 0.83% active | AID 720648 | P78536 | recombinant ADAM17, EDANS/DABCYL FRET peptide cleavage;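 active means inhibition above the mean of compounds lying between control limits plus 3 SD, set per campaign, cut at about 8.5% in these data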;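 further: 0% = DMSO-only wells as the low control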
NPR1 activator – GC-A (human) enzyme activation. 370,000 tested, 0.14% active. HEK293 GC-A cells, cGMP TR-FRET, EC30 ANP; 0% at EC30 ANP, 100% saturating ANP. P16066. AID 1671463. activation, % at 10 µM; in the data active means activation above about 40%
DAX1 inh-1 – inhibits human nuclear receptor DAX1; P51843; HEK293 Gal4-DAX1 luciferase reporter, luminescence; inhibition, % at 6.75 µM; 340,000 tested, 0.99% active; AID 504766;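 active means inhibition above the mean over all tested compounds plus 3 SD, cut at about 4.2% in these data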;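 further: 0% = DAX1-transfected cells with DMSO and 100% = empty-vector control cells with DMSO; inhibition shows as a rise in luminescence from relieved DAX1 repression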
Target sequence (P51843 207-470 limits assumed): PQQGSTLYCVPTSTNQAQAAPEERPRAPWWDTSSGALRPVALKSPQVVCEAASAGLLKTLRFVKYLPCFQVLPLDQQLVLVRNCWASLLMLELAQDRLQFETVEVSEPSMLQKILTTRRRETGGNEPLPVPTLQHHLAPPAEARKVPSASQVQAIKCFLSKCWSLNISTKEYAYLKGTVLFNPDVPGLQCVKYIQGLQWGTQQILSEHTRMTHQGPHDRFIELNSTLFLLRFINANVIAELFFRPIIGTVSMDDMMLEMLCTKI
PG9 binder – PG9 antibody binding by small molecule | 360,000 tested, 0.43% active | TR-FRET gp120-PG9 antibody binding | inhibition, % at 6.7 µM; in the data active means inhibition above about 8.5%
DAX1 inh-2 – inhibitors of DAX1 repression of SF-1 activated StAR promoter; HEK293T StAR-luciferase reporter, SF-1/DAX-1 repression relief; inhibition, % at 6.8 µM; 370,000 tested, 1.1% active; AID 652010;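 active means inhibition above the mean over all tested compounds plus 3 SD, cut at about 3.6% in these data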;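 further: 0% = DAX-1 cells with DMSO and 100% = cells lacking DAX-1 with DMSO; higher inhibition means more luminescence from relief of DAX-1 repression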
ssDAF12 agonist – S. stercoralis DAF-12 activation, primary screen | HEK293 ssDAF-12/GRIP1 lit1-tk-luc reporter, luminescence; % of 3 µM dafachronic acid response | activation, % at 6.8 µM | 370,000 tested, 1% active | AID 652126;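 active means activation above the mean over all tested compounds plus 3 SD, cut at about 0.9% in these data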;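 further: 0% = DMSO-only wells and 100% = 3 µM delta7-dafachronic acid wells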
Starred values were filed as active, the others as inactive; i = inactive; . = not tested or not shown.

nr	Structure	SMARCA2 activ	FXN GAA850 act	hcDAF12 agonist	ADAM10 inh	hgDAF-12 ag	ADAM17 inh
1	COc1cc(CN(CC(C)C)S(=O)(=O)c2ccccc2Br)cc(OC)c1	-2.7	-0.3	-1.9	13.0	-1.8	4.1
2	CCCCN1CNC(=S)N(Cc2ccccc2)C1	1.0	-3.3	0.4	-4.8	-1.5	-3.5
3	O=c1[nH]c2ccc(NS(=O)(=O)c3ccc(Cl)cc3)cc2[nH]1	-0.8	2.0	2.4	-7.1	1.2	-1.7
4	O=C1c2ccccc2C(=O)N1CC(O)COc1ccc(Br)cc1 (centres undefined)	-0.1	2.7	-0.9	0.8	1.4	-2.4
5	CC12CCC3C(C1)C(C(=O)O2)C(=O)OC3(C)C (centres undefined)	-1.1	-1.7	0.2	-10.3	0.2	-3.8
6	CN(Cc1ccccc1)C(=O)c1ccc(NC(=O)Cc2ccc(NC(=O)C3CCN(C(=O)C4CCCC4)CC3)cc2)cc1	-9.0	0.5	-1.6	2.6	-2.1	9.1*
7	Cc1cc(NC(=O)CSc2nnc(-c3ccco3)o2)no1	0.0	-1.3	0.7	0.2	-1.2	1.3
8	CC(C)(C)NCc1cc(Br)ccc1OCc1cccs1	4.3	-3.5	-1.9	8.1	-1.5	0.8
9	COc1ccc(OC)c(S(=O)(=O)n2c([N+](=O)[O-])cnc2C)c1	0.1	0.2	1.1	3.2	2.3	-0.9
10	CCc1ccc(CNC(=O)C2CCN(S(=O)(=O)N3CC(C)CC(C)C3)CC2)cc1 (centres undefined)	-2.8	0.0	-1.4	3.5	1.1	-1.6
11	O=c1ccn([C@@H]2O[C@H](CNCC3=Cc4cc(O)ccc4OC3)[C@@H](O)[C@H]2O)c(=O)[nH]1	0.8	-2.0	2.4	-20.6	-0.1	-3.8
12	CC(=O)Nc1ncc(Sc2ccc([N+](=O)[O-])cc2)s1	-0.3	-0.5	1.2	-3.3	-1.1	2.9
13	O=C(OCc1cc(=O)n2ccsc2n1)C1(c2ccc(Cl)cc2)CC1	-3.3	4.8	-2.5	-9.2	-1.5	-1.8
14	CCN1CCN(c2cc3c(cc2F)c(=O)c(C(=O)O)cn3C2CC2)CC1	-1.0	-2.8	-0.1	-324.0	-0.4	-80.5
15	Cc1ccc2c(c1)-n1c(nc3cc(C)ccc3c1=O)C(Cc1ccccc1)NC2=O (centres undefined)	-0.8	.	-1.5	21.3*	-0.7	17.3*

nr	NPR1 activator	DAX1 inh-1	PG9 binder	DAX1 inh-2	ssDAF12 agonist
1	-3.4	-0.8	0.1	-0.9	-1.6
2	-0.9	0.2	-1.9	0.2	-1.8
3	-0.6	5.0*	-3.4	-0.3	-1.9
4	2.2	0.3	1.3	-0.6	-1.1
5	7.9	1.7	1.3	-0.5	-0.9
6	0.2	-0.5	-0.9	-0.7	-0.9
7	-6.3	2.3	0.2	0.4	-1.4
8	-25.2	-0.5	-3.2	-0.1	-1.6
9	2.7	0.7	-0.2	0.6	-0.8
10	1.4	-0.2	-1.8	-0.1	-1.0
11	1.5	1.1	-0.3	-1.4	-0.8
12	6.6	0.9	0.1	-1.3	-1.2
13	-5.9	0.2	-1.1	-0.6	-1.3
14	1.4	0.4	-2.0	2.2	-1.6
15	-2.8	.	0.1	-0.6	-1.5

Individual results from the list:
In NPR1 activator, `CCc1ccc(CNC(=O)C2CCN(S(=O)(=O)N3CC(C)CC(C)C3)CC2)cc1` (centres undefined) shows 1.4
In FXN GAA850 act, `CCCCN1CNC(=S)N(Cc2ccccc2)C1` shows -3.3
In PG9 binder, `CC(=O)Nc1ncc(Sc2ccc([N+](=O)[O-])cc2)s1` shows 0.1
In ssDAF12 agonist, `COc1ccc(OC)c(S(=O)(=O)n2c([N+](=O)[O-])cnc2C)c1` shows -0.8

Returning to the listing, repeating the 2 entries before the break.
nr	Structure	SMARCA2 activ	FXN GAA850 act	hcDAF12 agonist	ADAM10 inh	hgDAF-12 ag	ADAM17 inh
14	CCN1CCN(c2cc3c(cc2F)c(=O)c(C(=O)O)cn3C2CC2)CC1	-1.0	-2.8	-0.1	-324.0	-0.4	-80.5
15	Cc1ccc2c(c1)-n1c(nc3cc(C)ccc3c1=O)C(Cc1ccccc1)NC2=O (centres undefined)	-0.8	.	-1.5	21.3*	-0.7	17.3*
16	CCOc1ccc(NC(=O)Nc2ccc3c(c2)CCC3)cc1	0.3	0.7	0.0	-11.5	0.4	-3.9
17	O=C(NCCCCc1ccccc1)c1cccc(NC(=O)C2CC2)c1	-4.7	-0.2	-1.6	-1.0	-0.6	-1.3
18	C=CCN(c1ccccc1)S(=O)(=O)c1cccc(C(=O)Oc2ccc3c(C)cc(=O)oc3c2)c1	1.9	1.2	2.2	i	-2.3	i
19	COc1ccc(Cl)cc1C(=O)NCc1cnn(C)c1C	-0.4	-1.3	-0.7	-1.9	-0.3	-1.5
20	CCOc1cccnc1Sc1ccccc1	-0.3	2.5	-1.3	0.9	-0.2	-1.3
21	Cc1cnccc1CN(C)Cc1cn(C)nc1-c1ccc(Oc2ccccc2)cc1	-3.2	0.3	-2.3	3.8	1.4	2.7
22	O=C(COC(=O)c1c2c(nc3ccccc13)/C(=C\c1cccs1)CCC2)Nc1ccccc1Cl	-3.8	-0.6	1.7	7.5	0.0	-0.9
23	Cc1c(NS(=O)(=O)c2ccc3[nH]c(=O)[nH]c3c2)c(=O)n(-c2ccccc2)n1C	0.4	-1.5	-1.6	-5.8	0.9	-2.3
24	COC(=O)c1oc2c(c1C)C(=O)CC(C)(C)C2	-2.2	2.7	-1.7	-5.9	0.1	-3.9
25	Cc1ccc(-c2nnn(CC(=O)N(CC(=O)NC3CCCCC3)c3ccc(F)c(Cl)c3)n2)o1	-0.9	-4.1	2.2	-7.6	0.6	0.0
26	CN1CCN(c2nc3c(c(=O)n(C)c(=O)n3C)n2Cc2cccc(Br)c2)CC1	-3.3	2.0	-1.8	-6.7	-2.1	-1.1
27	COC(=O)c1cc(NC(=O)CN2CCN(C(C)=O)CC2)cc(C(=O)OC)c1	-1.6	1.2	-0.9	-5.5	1.5	2.8
28	Cc1cccc(CNc2ncc(-c3cccc([N+](=O)[O-])c3)n2C)c1	-0.7	-2.7	-2.9	2.1	-2.4	0.6
29	Cc1ccc(-n2c(SCc3nc4ccccc4[nH]3)nnc2-c2ccncc2)cc1	-0.5	3.1	-0.3	-9.4	-2.5	-3.6
30	CCNC(=O)NC1(C(=O)N2CCC(Cc3ccccc3)CC2)CCCCC1	-0.2	0.5	1.3	-4.3	-0.7	-5.0

nr	NPR1 activator	DAX1 inh-1	PG9 binder	DAX1 inh-2	ssDAF12 agonist
14	1.4	0.4	-2.0	2.2	-1.6
15	-2.8	.	0.1	-0.6	-1.5
16	1.8	0.4	0.1	3.0	-1.4
17	3.4	-0.9	0.4	-0.9	-0.9
18	5.5	-0.4	2.1	0.1	-2.1
19	1.3	-0.4	-0.6	-0.9	-0.6
20	-4.1	2.2	0.7	0.1	-0.8
21	-1.4	-0.7	-1.2	-1.1	-0.8
22	-0.5	-0.3	-2.3	-0.5	-1.8
23	4.1	1.8	0.3	0.1	-1.2
24	3.1	-0.4	-0.4	0.2	-1.5
25	-1.5	2.0	2.0	0.4	-0.4
26	-16.2	0.1	-1.8	-0.2	-1.5
27	-6.8	1.7	1.4	1.2	-0.8
28	-5.8	-0.2	-1.1	-0.4	-1.5
29	-20.7	0.0	-1.6	-0.4	-0.1
30	-0.4	-0.4	0.3	0.2	-1.2

(more compounds)
nr	Structure	SMARCA2 activ	FXN GAA850 act	hcDAF12 agonist	ADAM10 inh	hgDAF-12 ag	ADAM17 inh
31	CC(C)(C)NC(=S)NCc1ccc2c(c1)OCO2	1.7	3.5	1.8	1.4	-1.6	0.5
32	COc1ccc(Cl)cc1C(=O)OCC(=O)N(CC(C)C)c1c(N)n(Cc2ccccc2)c(=O)[nH]c1=O	-2.4	-1.4	0.5	-6.0	0.1	-2.6
33	CC1(C)[C@@H](O)CC[C@]2(C)C3C(O)C=C4[C@H]5C[C@@](C)(CO)CC[C@]5(C)CC[C@]4(C)[C@]3(C)CC[C@@H]12 (some centres undefined)	1.3	0.2	-0.5	4.0	-1.2	0.3
34	CCCCN1CC(N(C)CCN(C)C)CS1(=O)=O (centres undefined)	-0.8	.	-0.2	-7.3	-2.3	4.3
35	CC(C)C[C@H]1CN(CCCC[C@H]2CNC(=O)C(=O)N2Cc2ccccc2)C(=O)C(=O)N1Cc1ccccc1	-2.4	.	2.2	-0.1	-0.5	-2.4
36	COc1ccc(S(=O)(=O)N2CCSC2c2ccccc2)cc1 (centres undefined)	-3.0	-1.2	-1.8	8.3	-1.5	1.3
37	Cc1ccc(OCCC(=O)OCC(=O)Nc2ccccc2)cc1	2.4	0.3	-0.3	5.0	-2.3	1.9
38	COc1ccc(C2NC(=O)NC(C)=C2C(=O)OC2CCCCC2)cc1OC (centres undefined)	0.8	4.3	-1.7	6.3	-2.1	-2.0
39	Cc1cc(-c2cccnc2)c(C#N)c(SCc2cccc(F)c2)n1	-2.2	2.3	-1.6	-0.8	4.2	-2.7
40	COc1ccc2nc(SCC(=O)Nc3nonc3C)[nH]c2c1	1.9	1.2	-0.7	5.5	0.8	-4.0
41	COc1ccc(-n2c(C)n[nH]c2=O)cc1	4.6	0.6	-1.7	4.2	0.7	-0.7
42	Oc1ccccc1N1CCN(CC(O)COC2CCCc3ccccc32)CC1 (centres undefined)	-3.1	1.3	0.8	-3.3	-1.1	1.8
43	C=CCN1C=CC=C/C1=C1\SC(=S)N(C)C1=O	-1.3	-0.9	-2.0	-3.0	-3.5	0.1
44	CCCC(=O)Nc1ccc(C(=O)NCC(=O)OCC)cc1	0.8	0.7	-1.4	-4.2	1.7	-2.9
45	COC(=O)c1cc2ccccc2n1S(=O)(=O)c1ccccc1	-1.7	2.2	-0.8	-1.2	1.5	-0.4
46	COc1cccc(C(C(=O)NC2CCCC2)N(CCC(C)C)C(=O)CCC(=O)Nc2cc(C)on2)c1 (centres undefined)	-1.6	-0.9	-0.3	6.8	-2.2	-3.6

nr	NPR1 activator	DAX1 inh-1	PG9 binder	DAX1 inh-2	ssDAF12 agonist
31	1.2	-1.2	0.9	0.1	-0.2
32	-2.9	0.8	-1.0	1.4	-1.3
33	-1.3	1.6	-0.5	0.2	-1.0
34	2.0	.	-1.4	-0.2	-1.0
35	5.0	.	-1.3	-0.7	-0.3
36	1.7	-2.0	1.5	-1.0	-1.3
37	4.0	0.4	-2.8	-0.9	-0.9
38	-40.1	-0.8	-1.2	0.1	-0.6
39	7.1	0.9	0.9	-0.8	-1.0
40	-2.0	-1.0	1.8	0.7	0.1
41	4.4	0.4	-0.9	-0.6	-1.7
42	-5.0	-1.0	-1.6	-0.6	-0.5
43	1.5	.	-2.6	-0.3	-1.2
44	0.9	0.4	-1.0	-0.1	-0.9
45	-9.1	-1.0	-0.1	-0.1	-0.9
46	-9.3	0.9	1.6	0.0	-1.3

Screens (PubChem)
